GRK2 aptamer HTS – human GRK2 inhibition via aptamer displacement; AID 488847; bead flow cytometry, FAM-aptamer displacement from GRK2; inhibition of aptamer binding, % at 10 µM; P25098; hit rate 0.59% among 330,000;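 active = inhibition of aptamer binding above 40%, roughly 3 SD of noise, on plates passing a quality check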;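 note: median bead fluorescence of bound FAM aptamer so fluorescent compounds give negative values; no value below 0 was filed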
Target sequence (P25098 whole entry, looked up): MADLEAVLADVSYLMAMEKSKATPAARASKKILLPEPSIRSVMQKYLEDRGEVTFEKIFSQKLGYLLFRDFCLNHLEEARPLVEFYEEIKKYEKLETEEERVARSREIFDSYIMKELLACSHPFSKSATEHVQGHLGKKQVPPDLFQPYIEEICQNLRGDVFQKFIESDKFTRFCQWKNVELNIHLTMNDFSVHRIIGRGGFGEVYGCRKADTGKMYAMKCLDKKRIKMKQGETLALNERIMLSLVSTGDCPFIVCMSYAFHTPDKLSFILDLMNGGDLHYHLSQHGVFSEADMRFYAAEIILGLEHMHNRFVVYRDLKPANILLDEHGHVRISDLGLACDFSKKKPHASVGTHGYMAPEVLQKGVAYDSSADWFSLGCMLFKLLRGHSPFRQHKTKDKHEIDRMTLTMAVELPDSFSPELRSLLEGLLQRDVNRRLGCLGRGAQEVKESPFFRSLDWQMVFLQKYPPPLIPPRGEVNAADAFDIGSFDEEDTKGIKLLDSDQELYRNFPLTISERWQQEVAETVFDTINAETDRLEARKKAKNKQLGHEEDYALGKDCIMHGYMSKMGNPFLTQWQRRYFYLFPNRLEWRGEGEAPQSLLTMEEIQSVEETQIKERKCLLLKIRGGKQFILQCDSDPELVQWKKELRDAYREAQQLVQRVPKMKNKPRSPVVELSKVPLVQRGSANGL
AGP1 TOR yeast – yeast TOR pathway AGP1-GFP modulation | S. cerevisiae AGP1-GFP multiplex flow cytometry, 3 h; GFP as percent of DMSO wells | GFP response vs DMSO, % at 10 µM | hit rate 0.02% among 320,000 | AID 2066;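 active = GFP response relative to DMSO above a set limit, near screen average plus 3 SD, cut at about 150% in these data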;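 note: median GFP channel fluorescence of the gated AGP1 strain per well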
Yeast superoxide – yeast age-related superoxide inhibition as caloric restriction mimetic; hit rate 0.18% among 330,000; S. cerevisiae aged cells, superoxide DHE fluorescence; stronger effect = lower value; superoxide response (% of plate mean), % at 10 µM; AID 2690;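 active = superoxide response under a set limit, about three screen SD below normal, cut at about 65% in these data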;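 note: yeast aged for seven days with compound at 30 °C before DHE staining; 100% = average MFI of all compound-treated wells on the plate with controls excluded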
CIT2-GFP yeast – modulators of TOR pathway CIT2-GFP in S. cerevisiae | S. cerevisiae CIT2-GFP strain, flow cytometry, 3 h; 100 means same as DMSO wells | GFP response vs DMSO, % at 10 µM | hit rate 0.065% among 320,000 | AID 2029;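 active = GFP response relative to DMSO above a set limit, near the screen mean plus 3 SD, cut at about 150% in these data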;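 note: ratio of well median GFP fluorescence to mean of DMSO wells on the plate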
VLA-4 inh – inhibition in a human VLA-4 binding assay; inhibition, % (about 7 µM as worked out from the volumes in the protocol); VLA-4 expressing cells, ligand binding flow cytometry; hit rate 0.2% among 330,000; P13612; in the data active = inhibition above about 50%
MEP2-GFP yeast – modulators of TOR pathway MEP2-GFP in S. cerevisiae; S. cerevisiae MEP2-GFP strain, flow cytometry GFP, 3 h; 100% = DMSO control level; GFP response vs DMSO, % at 10 µM; hit rate 0.51% among 330,000;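 active = GFP response versus DMSO above a set limit, roughly screen mean plus 3 SD, cut at about 180% in these data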;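 note: median GFP fluorescence of the barcode-gated MEP2-GFP cells per well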
RPL19A-GFP yeast – modulators of TOR pathway RPL19A-GFP in S. cerevisiae; percent response vs DMSO, % at 10 µM; hit rate 0.3% among 330,000; S. cerevisiae RPL19A-GFP strain, flow cytometry, 3 h; stronger effect = lower value; AID 2025;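 active = percent response vs DMSO below 50%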;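 note: median channel GFP fluorescence of the barcoded RPL19A-GFP strain; ratio of sample median GFP to plate DMSO average so 100% = DMSO; lower means less RPL19A-GFP as with rapamycin TOR inhibition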
LAP4 TOR yeast – yeast TOR pathway LAP4-GFP modulation. S. cerevisiae LAP4-GFP multiplex, flow cytometry GFP, 3 h; median GFP as percent of DMSO wells. GFP response vs DMSO, % at 10 µM. hit rate 0.34% among 320,000. AID 2023;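 active = GFP response vs DMSO above a set limit, about the screen mean plus 3 SD, cut at about 150% in these data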
Starred values were filed as active, the others as inactive; x = no result given.

Key to letters: A = GRK2 aptamer HTS; B = AGP1 TOR yeast; C = Yeast superoxide; D = CIT2-GFP yeast; E = VLA-4 inh; F = MEP2-GFP yeast; G = RPL19A-GFP yeast; H = LAP4 TOR yeast
1	CCOc1ccc(N2CSC3=C(C#N)C(c4ccco4)CC(=O)N3C2)cc1 (stereo unspecified)
  A: 0; B: 101; C: 105; D: x; E: -1; F: 105; G: 105; H: 102
2	O=c1c2ccccc2[nH]c(=S)n1CCCN1CCN(c2ccccc2)CC1
  A: 0; B: 96; C: 101; D: 100; E: 3; F: 108; G: 99; H: 99
3	COc1cc(C(=O)Nc2ccc3c(c2)OCCO3)c(-n2cnnn2)cc1OC
  A: 1; B: 95; C: 94; D: 99; E: 6; F: 100; G: 99; H: 102
4	Cc1cc2nnc(SCC(=O)Nc3cc(S(=O)(=O)N4CCOCC4)ccc3Cl)n2c2ccccc12
  A: 2; B: 101; C: 106; D: 98; E: -3; F: 111; G: 105; H: 99
5	Nc1nnc(CCOc2ccccc2Cl)s1
  A: 1; B: 103; C: 100; D: 95; E: 18; F: 100; G: 100; H: 108
6	CCOC(=O)c1ccc(N2C(=O)C3CC=CCC3C2=O)cc1 (stereo unspecified)
  A: 5; B: 95; C: 118; D: 94; E: 6; F: 98; G: 101; H: 99
7	CC(C)(C)SCCNC(=O)c1ccc(CN2CCc3ccccc3C2)cc1
  A: 0; B: 98; C: 101; D: 97; E: 15; F: 91; G: 101; H: 94
8	CCOC(=O)c1ccccc1NS(=O)(=O)c1ccc(S(=O)(=O)N2CCCC2)cc1
  A: 5; B: 100; C: 90; D: 104; E: 9; F: 95; G: 94; H: 93
9	O=C(NCC(=O)N(CC1CCCO1)C1(C(=O)NC2CCCC2)CCCCC1)c1ccccc1 (stereo unspecified)
  A: 0; B: x; C: 97; D: 96; E: 4; F: 95; G: 93; H: 100
10	COc1ccc(C(=O)N2C(=S)NC(=O)/C2=C\c2ccc(C)cc2)cc1
  A: 4; B: 117; C: 85; D: 83; E: -6; F: 93; G: 95; H: 103
11	O=C(CSc1nccn1-c1ccccc1)NO
  A: 1; B: 107; C: 97; D: 93; E: 5; F: 91; G: 96; H: 104
12	S=c1[nH]c(-c2ccccc2)cn1-c1ccccc1
  A: 0; B: 89; C: 80; D: 96; E: 1; F: 101; G: 96; H: 99
13	CC1(c2ccccc2)NC(=O)N(CC(=O)Nc2cc(Cl)ccc2N2CCOCC2)C1=O (stereo unspecified)
  A: 0; B: 112; C: 109; D: 100; E: 11; F: 100; G: 102; H: 103
14	O=c1oc2cc(S(=O)(=O)NCCCO)ccc2c2ccc(S(=O)(=O)NCCCO)cc12
  A: 0; B: 116; C: 96; D: 109; E: 20; F: 111; G: 108; H: 117
15	CN(C)c1ccc(/C=N/O)cc1
  A: 0; B: 98; C: 110; D: 94; E: -1; F: 100; G: 94; H: 101
16	CC(NC(=O)Nc1ccc(F)cc1)c1ccc2c(c1)OCO2 (stereo unspecified)
  A: 0; B: 97; C: 99; D: 100; E: -21; F: 92; G: 101; H: 93
17	C=C1C[C@H](O)[C@@H]2[C@H](OC(=O)[C@H]2C)[C@H]2[C@H](C)[C@@H](O)C[C@@H]12
  A: 3; B: 101; C: 95; D: 100; E: 0; F: 109; G: 103; H: 109
18	O=C(Nc1cccc(Cl)c1)c1nc[nH]c1C(=O)NCCCNC(=O)c1[nH]cnc1C(=O)Nc1cccc(Cl)c1
  A: 0; B: 91; C: 100; D: 88; E: -39; F: 97; G: 109; H: 94
19	COC(=O)C1C2C=CC(C3CC23)C1C(=O)OCC(=O)c1ccc(OC)cc1 (stereo unspecified)
  A: 1; B: 97; C: 99; D: 95; E: 14; F: 94; G: 98; H: 94
20	CSCCC(=O)N1CCCC(CO)(CCCc2ccccc2)C1 (stereo unspecified)
  A: 0; B: 104; C: 98; D: 103; E: -3; F: 100; G: 104; H: 97
21	COC(=O)c1ccc(C(=O)OC)c(NC(=S)N2CCCCC2)c1
  A: 0; B: 84; C: 102; D: 82; E: -6; F: 94; G: 116; H: 81
22	N#Cc1ccc(OC(=O)c2cnccn2)cc1
  A: 3; B: 101; C: 98; D: 108; E: 0; F: 107; G: 101; H: 92
23	C#Cc1cccc(-n2nnc(C(=O)OC)c2-c2ccccc2)c1
  A: 0; B: 97; C: 52*; D: 94; E: -1; F: 122; G: 106; H: 104
24	COc1ccccc1-n1c(SCC(=O)N2CCOCC2)nc2ccccc2c1=O
  A: 16; B: 101; C: 89; D: 95; E: 11; F: 100; G: 101; H: 96
25	O=C(COC(=O)C1CC1)Nc1nc(-c2ccc(F)c(F)c2)cs1
  A: 3; B: 105; C: 92; D: 92; E: 0; F: 105; G: 102; H: 112
26	CCC(C)(C)NC(=O)CCCSc1nc2ccccc2[nH]1
  A: 1; B: 110; C: 94; D: 103; E: 7; F: 107; G: 105; H: 97
27	CC(C)OP(=O)(OC(C)C)C(Nc1ccccc1)c1ccc2c(c1)OCO2 (stereo unspecified)
  A: 0; B: 97; C: 110; D: 85; E: -9; F: 98; G: 97; H: 96
28	COc1ccc(OC)c(C2=NOC(C(=O)Nc3ccc4c(c3)OCCO4)C2)c1 (stereo unspecified)
  A: 1; B: 100; C: 106; D: 98; E: 5; F: 103; G: 100; H: 103
29	CCN(CCCNC(=O)CNC(=O)c1nn(-c2ccc(OC)c(OC)c2)c(=O)c2ccccc12)c1ccccc1
  A: 0; B: 97; C: 108; D: 94; E: 12; F: 95; G: 94; H: 101
30	Cc1cc(C)nc(CCNC(=O)CC2C(=O)NCCN2Cc2ccccc2)n1 (stereo unspecified)
  A: 1; B: 110; C: 83; D: 112; E: 18; F: 106; G: 103; H: 102
31	CNc1cc(C)nc(-n2nc(C)cc2C)n1
  A: 0; B: 104; C: 109; D: 108; E: -13; F: 100; G: 97; H: 109
32	CSc1cccc(CN2CCC(Oc3ccc(C(=O)N4CCCCC4)cc3)CC2)c1
  A: 0; B: 108; C: 105; D: 106; E: 16; F: 100; G: 104; H: 100
33	CC1CCc2c(sc3ncnc(SCC(=O)c4ccccc4)c23)C1 (stereo unspecified)
  A: 0; B: 100; C: 113; D: 95; E: 9; F: 102; G: 97; H: 103
34	CCc1ccc(S(=O)(=O)Nc2c(NC3CCCCC3)c3ccccc3oc2=O)cc1
  A: 0; B: 90; C: 90; D: 104; E: -23; F: 104; G: 90; H: 114
35	CC(C)NC(=O)c1ccc(CN2CCC(Cc3ccccc3)CC2)cc1
  A: 0; B: 98; C: 97; D: 99; E: 15; F: 106; G: 107; H: 92
36	O=C(Nc1ccc(F)cc1)Nn1cnnc1
  A: 1; B: 98; C: 93; D: 101; E: 1; F: 109; G: 106; H: 94
37	NS(=O)(=O)c1ccc(NC(=O)CN2CCCCC2)cc1
  A: 1; B: 48; C: 96; D: 96; E: -51; F: 117; G: 96; H: 101
38	CCC1(c2ccc(F)cc2)NC(=O)N(CC(=O)Nc2cc(S(=O)(=O)N(C)C)ccc2Cl)C1=O (stereo unspecified)
  A: 0; B: 86; C: 109; D: 98; E: 8; F: 69; G: 93; H: 111
39	Cc1cc(=O)n2c3ccccc3n(CC(O)CN3CCCCC3)c2c1C#N (stereo unspecified)
  A: 0; B: 99; C: 75; D: 101; E: 3; F: 91; G: 97; H: 104
40	COc1ccccc1C1=NOC(Cn2c(NCCCO)nc3c2c(=O)n(C)c(=O)n3C)C1 (stereo unspecified)
  A: 0; B: 102; C: 103; D: 92; E: 4; F: 106; G: 101; H: 90
41	COc1cc(C2C(C#N)=C(N)OC3=C2C(=O)CC(C)(C)C3)ccc1OCCN1CCOCC1 (stereo unspecified)
  A: 0; B: x; C: 83; D: x; E: 2; F: 105; G: 108; H: x
42	C#CCSc1nnnn1-c1ccc(OCC)cc1
  A: 0; B: 101; C: 96; D: 93; E: 22; F: 97; G: 97; H: 112
43	O=C(Nc1ccccc1N1CCN(C(=O)c2ccccc2)CC1)c1ccc2c(c1)OCO2
  A: 4; B: 106; C: 84; D: 107; E: -4; F: 100; G: 100; H: 102
44	Cn1cnnc1SCC(=O)Nc1nc(-c2ccc(F)cc2)cs1
  A: 2; B: 122; C: 120; D: 217*; E: 3; F: 254*; G: 116; H: 199*
45	Cc1ccc(COc2ccc(/C=N/NC(=O)c3ccc(CN4CCOCC4)cc3)cc2)cc1
  A: 1; B: 96; C: 78; D: 103; E: 5; F: 107; G: 103; H: 99

Shown field by field: part of the list above.
34: CCc1ccc(S(=O)(=O)Nc2c(NC3CCCCC3)c3ccccc3oc2=O)cc1
  GRK2 aptamer HTS: 0
  AGP1 TOR yeast: 90
  Yeast superoxide: 90
  CIT2-GFP yeast: 104
  VLA-4 inh: -23
  MEP2-GFP yeast: 104
  RPL19A-GFP yeast: 90
  LAP4 TOR yeast: 114
35: CC(C)NC(=O)c1ccc(CN2CCC(Cc3ccccc3)CC2)cc1
  GRK2 aptamer HTS: 0
  AGP1 TOR yeast: 98
  Yeast superoxide: 97
  CIT2-GFP yeast: 99
  VLA-4 inh: 15
  MEP2-GFP yeast: 106
  RPL19A-GFP yeast: 107
  LAP4 TOR yeast: 92

Next section:
Key to letters: A = GRK2 aptamer HTS; B = AGP1 TOR yeast; C = Yeast superoxide; D = CIT2-GFP yeast; E = VLA-4 inh; F = MEP2-GFP yeast; G = RPL19A-GFP yeast; H = LAP4 TOR yeast
46	CCOC(=O)C1[C@H]2C(=O)N(C(C)c3ccc(OC)cc3)C[C@]23C=C[C@H]1O3 (stereo partly specified)
  A: 0; B: 100; C: 120; D: 88; E: 6; F: 90; G: 92; H: 94
47	COc1ccc(S(=O)(=O)N(C)C)cc1NC(=O)CCNC(=O)c1ccccc1OC
  A: 0; B: 93; C: 89; D: 92; E: 0; F: 83; G: 95; H: 79
48	O=C1N[C@@H](Cc2ccccc2)COC(=O)[C@@H](Cc2ccc(F)cc2)CC/C=C/C[C@@H]1CC(=O)N(CCO)Cc1ccccc1
  A: 3; B: 101; C: 107; D: 101; E: -3; F: 92; G: 96; H: 108
49	Cc1nn2c(NCC(C)C)c3c(nc2c1-c1ccccc1)CCC3
  A: 5; B: 107; C: 80; D: 106; E: 5; F: 103; G: 106; H: 103
50	CC1CCN(C(=O)N2c3ccccc3Sc3ccccc32)CC1
  A: 0; B: 104; C: 94; D: 104; E: 0; F: 123; G: 98; H: 104
51	N#CCCN1CCN(S(=O)(=O)c2ccc3c(c2)CCC3)CC1
  A: 1; B: 99; C: 91; D: 93; E: 9; F: 96; G: 103; H: 102
52	Nn1c(Nc2ccccc2)nc2ccccc2c1=O
  A: 2; B: 88; C: 99; D: 90; E: 13; F: 98; G: 92; H: 96
53	COc1cccc(C2C(C(C)=O)=C(C)Nc3ncnn32)c1 (stereo unspecified)
  A: 0; B: 89; C: 90; D: 95; E: -2; F: 99; G: 95; H: 92
54	O=C(COC(=O)c1cccnc1Cl)NC12CC3CC(CC(C3)C1)C2
  A: 3; B: 96; C: 107; D: 96; E: 13; F: 102; G: 100; H: 104
55	CCc1cccc(NC(=S)N(CCOC)C2CCN(C(C)=O)CC2)c1
  A: 1; B: 95; C: 94; D: 103; E: 6; F: 109; G: 102; H: 94
56	Cc1ccccc1NC(=O)C(C)OC(=O)CNS(=O)(=O)c1ccc(C#N)cc1 (stereo unspecified)
  A: 2; B: 112; C: 92; D: 105; E: 5; F: 100; G: 102; H: 113

Source: PubChem BioAssay
